# MEKK2mut PB1 HTS = MEK5 binding signal on mutant MEKK2 PB1, primary screen, biochemical, multiplex bead flow cytometry, Alexa488-MEK5; Alexa488-MEK5 binding to MEKK2 mutant; percent response, % at 10 µM; 0.35% of 290,000 active; AID 1530, 2009; in the data active = percent response above about 24%, passing the limit was not always enough; note: inactives centre near 1; some results filed as inactive read as strong as hits
# V1R ag counter = agonists of human V1a receptor, primary screen, counter-screen for OXTR agonist project, fluorescence, CHO-V1R cells; Vasopressin V1a receptor (Homo sapiens), P37288; Fluo-8 calcium fluorescence, agonist mode; 0% DMSO, 100% 3 nM vasopressin; activation, % at 3 µM; 0.25% of 320,000 active; AID 2797, 2010;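 active = activation above the mean activation of all tested compounds plus 3 SD, per screening run, cut at about 20% in these data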;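 note: signal is peak over basal fluorescence ratio across a 100 second FLIPR read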
# PfM18AAP inh = PfM18AAP inhibitors, malaria aminopeptidase, primary screen, biochemical, QFRET, recombinant enzyme | 1.2% of 290,000 active | H-Glu-NHMec fluorogenic cleavage | inhibition, % at 7.35 µM | M18 aspartyl aminopeptidase (Plasmodium falciparum 3D7) | AID 1822, 2009;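 active = inhibition above the campaign mean inhibition over all tested compounds plus 3 SD, cut at about 28% in these data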;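 note: 0% = plate median of test compound wells and 100% = 2 mM ZnCl2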
# MEKK2 WT-MEK5 = modulators of MEK5 binding to wildtype MEKK2, primary screen, biochemical, multiplex bead flow cytometry, Alexa488-MEK5. binding response (% of control), % at 10 µM. Mitogen-activated protein kinase kinase kinase 2 (Homo sapiens), Q9Y2U5. Alexa488-MEK5 binding to MEKK2 WT; actives lie on both sides. 1.1% of 290,000 active; in the data active = binding response below about 67% or above about 130%
# GalR3 antag = GalR3 antagonists in HEK293 cells, primary screen, cell-based, fluorescence readout; 0.44% of 360,000 active; inhibition, % at 3 µM; HEK293 GalR3-CNG cAMP membrane potential fluorescence; galR3 body fused to GalR1 C-terminus; Galanin receptor type 3 (Homo sapiens), O60755; AID 651719, 2012;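 active = inhibition above the screen-wide average plus 3 SD, cut at about 13% in these data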;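 note: forskolin and galanin both at EC90 stimulate the cells; cAMP rise reported by CNG channel membrane potential dye signal; 0% = forskolin plus galanin with DMSO and 100% = forskolin alone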
# Target sequence (O60755 1-299 limits assumed): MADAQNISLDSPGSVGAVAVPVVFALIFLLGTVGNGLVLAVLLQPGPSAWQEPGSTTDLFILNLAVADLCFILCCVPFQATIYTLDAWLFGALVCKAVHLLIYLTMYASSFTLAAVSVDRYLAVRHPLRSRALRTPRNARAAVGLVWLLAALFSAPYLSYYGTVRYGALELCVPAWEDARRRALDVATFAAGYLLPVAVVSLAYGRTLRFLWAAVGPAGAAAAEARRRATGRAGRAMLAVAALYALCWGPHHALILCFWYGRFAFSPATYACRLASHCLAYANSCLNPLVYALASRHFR
# OXTR agonist = human OXTR agonists, primary screen, fluorescence, CHO-OTR cells, Fluo-8 calcium; Oxytocin receptor (Homo sapiens), P30559; Fluo-8 calcium fluorescence; normalized: DMSO 0%, oxytocin 100%; activation, % at 3 µM; 0.32% of 320,000 active;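 active = activation above the mean of all tested compounds plus 3 SD, cutoff set per screening run, cut at about 20% in these data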;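 note: peak over basal fluorescence ratio from a 100 s FLIPR kinetic read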
# Target sequence (P30559 whole entry, looked up): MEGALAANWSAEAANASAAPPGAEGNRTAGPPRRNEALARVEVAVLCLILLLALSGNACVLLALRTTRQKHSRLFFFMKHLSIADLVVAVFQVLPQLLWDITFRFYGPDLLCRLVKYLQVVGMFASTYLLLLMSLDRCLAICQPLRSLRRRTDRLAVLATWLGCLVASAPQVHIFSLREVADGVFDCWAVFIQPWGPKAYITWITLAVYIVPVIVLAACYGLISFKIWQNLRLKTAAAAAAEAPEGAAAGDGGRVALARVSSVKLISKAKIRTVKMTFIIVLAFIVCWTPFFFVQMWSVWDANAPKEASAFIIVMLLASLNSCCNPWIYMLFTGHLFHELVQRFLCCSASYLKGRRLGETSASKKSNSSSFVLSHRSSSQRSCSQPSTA
# GPR7 antag = GPR7 receptor antagonists, primary screen, cell-based, fluorescence, single concentration. Neuropeptides B/W receptor type 1 (Homo sapiens), P48145. GPR7-expressing cells, fluorescence antagonist assay. inhibition, % at 4.4 µM. 1.1% of 290,000 active. AID 1861, 2009; in the data active = inhibition above about 16%, passing the limit was not always enough;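 note: cells stimulated with the agonist NPW; 0% = agonist with vehicle and 100% = vehicle without agonist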
# Target sequence (P48145 whole entry, looked up): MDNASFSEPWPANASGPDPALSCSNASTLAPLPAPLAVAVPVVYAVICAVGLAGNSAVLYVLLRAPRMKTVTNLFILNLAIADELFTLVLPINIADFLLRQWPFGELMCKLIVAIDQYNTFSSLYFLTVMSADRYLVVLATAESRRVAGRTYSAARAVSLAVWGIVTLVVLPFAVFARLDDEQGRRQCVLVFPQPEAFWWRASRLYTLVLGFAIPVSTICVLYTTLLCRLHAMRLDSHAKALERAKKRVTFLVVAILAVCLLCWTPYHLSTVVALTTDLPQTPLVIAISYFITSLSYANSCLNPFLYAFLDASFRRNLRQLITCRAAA
# NALP1 yeast inh = NALP1 inflammasome inhibitors in reconstituted yeast, colorimetric, S. cerevisiae, triplicate retest | 0.61% of 280,000 active | AID 2071, 2009 | inhibition, % at 10 µM | S. cerevisiae NALP1/ASC/caspase-1 growth, X-gal OD620, 72 h; in the data active = inhibition mostly above about 24%, no sharp cut-off; inactive = mostly below about 32%; note: some compounds called inactive have numbers as strong as hits
# OXTR potentiator = human OXTR potentiators, primary screen, fluorescence, CHO-OTR cells, Fluo-8 calcium; Oxytocin receptor (Homo sapiens), P30559; 0.061% of 320,000 active; activation, % at 3 µM; Fluo-8 calcium fluorescence, potentiator mode; 0% = oxytocin EC15, 100% = EC100;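 active = activation above that plate's cutoff, the mean activation of tested compounds plus 3 SD, cut at about 6.6% in these data, passing the limit was not always enough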;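 note: 100% uses oxytocin at 75 nM as the full agonist control; some results filed as inactive read as strong as hits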
#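 Assay system: CHO cell line stably expressing human OTR. Reagent: EC15 oxytocin agonist. Dosing: single dose, 3.0 µM nominal final compound concentration. Timing: compound 6 min at room temperature before oxytocin, 100 s read. Signal: kinetic Fluo-8 calcium fluorescence. Controls: oxytocin EC15 low and EC100 high.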
# * marks the source's active call; other numbers are inactive results; . = no result given; [ ] = remark or other dose.
1: CC(=O)c1ccc(NC2OC(CO)C(O)C(O)C2O)cc1 (configuration not stated)
2: CC(=O)N1CCN(S(=O)(=O)c2cccc(C(=O)Nc3ccc(OC(F)F)cc3)c2)CC1
3: COc1ccc(CN2CC(C(=O)NCCN3CCOCC3)CC2=O)cc1 (configuration not stated)
4: CC(=O)Nc1ccc(/C(C)=N/Nc2nc(Nc3cccc4ccccc34)nc(N3CCOCC3)n2)cc1
5: Nc1ccc(O)c(C(=O)O)c1
6: O=c1cc(-c2ccccc2Cl)oc2c(NS(=O)(=O)c3cccc4nsnc34)ccc(O)c12
7: CN(C)S(=O)(=O)c1ccc(S(=O)(=O)N2CCCC(C(=O)NC3CC3)C2)cc1 (configuration not stated)
8: CCn1c(C)cc(/C=C2/NC(=O)N(c3ccccc3)C2=O)c1C
9: CC(C)NC(=O)COc1ccc(S(=O)(=O)N(C)Cc2ccccc2)cc1
10: NS(=O)(=O)c1ccc(CNC(=O)CCS(=O)(=O)Cc2ccccc2)cc1
assay / compound,1,2,3,4,5,6,7,8,9,10
MEKK2mut PB1 HTS,3,-8,5,-2,5,3,-3,-4,-3,-4
V1R ag counter,0.2,0.8,-0.8,12,-0.1,-1.3,4.5,-0.1,3.4,-1.0
PfM18AAP inh,-4,5,-10,3,.,.,-6,-2,-3,-6
MEKK2 WT-MEK5,106,92,103,98,109,102,101,92,96,94
GalR3 antag,0,-9,3,-3,.,-5,-4,-5,-2,-2
OXTR agonist,0.5,1.4,0.0,25*,0.9,-0.1,1.9,1.5,2.2,1.0
GPR7 antag,-5,-7,11,17,.,.,1,1,-10,-6
NALP1 yeast inh,8,-4,21,10,.,0,11,4,-5,27
OXTR potentiator,-11,-6,0,-13,-9,-8,-6,1,-6,2

11: CSc1nc(NC(C)=O)nc(C)c1Cl
12: CCOc1cc2[nH]c(=O)n(CCC(=O)NCc3ccc(OC)cc3)c(=O)c2cc1OCC
13: CCCCC(=O)Nc1cccc(NC(=S)NC(=O)C(C)C)c1
14: C/C(CC1CC2=C(CC1(C)C)C(C)(C)CCC2)=N\NC(N)=S (configuration not stated)
15: C/C=C/C(=O)Nc1cccc(C2=NOC3(C2)C[C@H](C(N)=O)N(C(=O)/C=C/C)C3)c1 (some centres not stated)
16: CCNC(=O)CCS(=O)(=O)c1ccc2ccccc2c1
17: CCC(C)Oc1ccc(C(=O)Nc2ccc(CN3CCOCC3)cc2)cc1 (configuration not stated)
18: COc1ccc(-c2c(C#Cc3ccsc3)c3cc(-c4ccc5c(c4)OCCO5)ccc3n2C)cc1
19: O=C(COC(=O)c1ccc[n+]([O-])c1)Nc1ccc(Cl)cc1[N+](=O)[O-]
20: O=C(c1ccccc1)N1CCN(c2ccc(Cl)cc2)CC1
assay / compound,11,12,13,14,15,16,17,18,19,20
MEKK2mut PB1 HTS,.,0,13,0,-8,4,4,.,.,5
V1R ag counter,.,0.4,0.4,-0.8,-0.1,0.7,.,-0.1,0.7,2.6
PfM18AAP inh,-2,-11,9,-25,.,-4,-1,.,.,-6
MEKK2 WT-MEK5,.,100,100,95,100,103,104,.,.,100
GalR3 antag,-4,1,-4,-7,-4,-5,-10,-5,-3,-2
OXTR agonist,.,-0.1,-1.4,-1.3,0.3,-0.7,.,0.1,0.3,4.3
GPR7 antag,-5,6,-4,4,.,-1,-10,.,.,20*
NALP1 yeast inh,10,-1,6,-1,0,0,8,.,.,-11
OXTR potentiator,.,-3,-4,-6,-14,-4,.,-3,-1,-9

21: FC(F)(F)Oc1ccc(Nc2nc(N3CCOCC3)nc(N3CCOCC3)n2)cc1
22: CCC(=O)NC(c1ccc(N(C)C)cc1)c1c(O)ccc2ccccc12 (configuration not stated)
23: COc1cc(C2C(C#N)=C(N)OC3=C2C(=O)CC(C)(C)C3)ccc1OC(=O)N1CCOCC1 (configuration not stated)
24: Cc1ccc(CN2CCCOCCS2(=O)=O)cc1
25: CC1(C)CC(=O)C2=C(C1)NC(=O)CC2c1ccc(F)cc1 (configuration not stated)
26: COc1ccc(S(=O)(=O)N2CCOCC2)cc1NC(=O)COc1ccccc1OC
27: CCOC(=O)N1CCN(CC(=O)Nc2ccc([N+](=O)[O-])cc2C(=O)Nc2ccccc2F)CC1
28: c1ccc(OCc2nn3c(-c4ccncc4)nnc3s2)cc1
29: CCn1cc(/C=N/N=C2\CCC3C4CCc5cc(O)ccc5C4CC[C@]23C)c(C)n1 (some centres not stated)
30: CC(C)CC(=O)Nc1nnc(SCC(=O)NCc2ccc3c(c2)OCO3)s1
assay / compound,21,22,23,24,25,26,27,28,29,30
MEKK2mut PB1 HTS,1,-10,3,-4,-4,4,-2,2,4,-3
V1R ag counter,-0.8,2.2,0.1,0.9,0.8,1.7,-1.4,1.9,9.6,-0.5
PfM18AAP inh,-2,-23,-2,5,1,-7,-7,-7,-11,4
MEKK2 WT-MEK5,107,73,101,96,103,105,89,103,101,97
GalR3 antag,-5,-2,-1,2,-1,-5,2,-1,0,-5
OXTR agonist,-1.7,2.6,-0.4,-0.1,0.0,2.1,-2.3,2.4,12,-0.6
GPR7 antag,-14,1,-15,0,-16,2,-13,-11,-2,-12
NALP1 yeast inh,11,15,.,-2,10,-28,-2,11,4,-13
OXTR potentiator,-1,-7,-5,-5,0,-11,-15,4,-22,-2

31: CC(c1cccs1)N(Cc1ccco1)C(=S)Nc1ccccc1Cl (configuration not stated)
32: CCOC(=O)c1ccc(NS(=O)C23CC4CC(CC(C4)C2)C3)cc1 (configuration not stated)
33: O=C(NCc1ccco1)NC1CCCCC1
34: CN1CCCN(C(=O)CC2(CC(=O)O)CCCCC2)CC1
35: N#CCn1c(CCl)nc2ccccc2c1=O
36: O=C(NC1CCCCC1)C(=O)N(Cc1cccnc1)C(C(=O)NCc1ccco1)c1ccccc1 (configuration not stated)
37: Cc1ccc(NC(=O)CCCNC(=O)c2ccc(Cl)cc2)cc1S(=O)(=O)N1CCOCC1
38: CC(C)(C)N=C(NS(=O)(=O)c1cccs1)c1ccccc1
39: O=C(Oc1ccc(C(=S)N2CCOCC2)cc1)c1ccc(F)cc1
40: COc1ccc(CCNc2nc(=S)[nH]c3cc(OC)c(OC)cc23)cc1OC
assay / compound,31,32,33,34,35,36,37,38,39,40
MEKK2mut PB1 HTS,-3,-35,5,4,3,-2,.,-3,0,0
V1R ag counter,-0.3,0.6,1.1,0.5,0.1,0.5,-0.8,.,4.1,0.6
PfM18AAP inh,1,-5,-8,-12,3,-7,.,-2,13,1
MEKK2 WT-MEK5,96,-6.0*[inhibitor],112,105,101,109,.,94,106,96
GalR3 antag,-2,-5,-1,-8,-3,.,-1,-3,-8,-4
OXTR agonist,-1.6,0.0,-0.4,1.3,-0.3,-0.6,-0.6,.,0.5,1.0
GPR7 antag,-26,0,-4,-5,-4,-11,.,-3,21,-4
NALP1 yeast inh,-8,-4,11,.,22,8,.,23,-7,4
OXTR potentiator,-5,-7,-4,3,-3,-2,0,.,-19,-12

# Some entries already given, reduced to OXTR potentiator, OXTR agonist and GPR7 antag:
item	Structure	OXTR potentiator	OXTR agonist	GPR7 antag
16	CCNC(=O)CCS(=O)(=O)c1ccc2ccccc2c1	-4	-0.7	-1
17	CCC(C)Oc1ccc(C(=O)Nc2ccc(CN3CCOCC3)cc2)cc1 (configuration not stated)	.	.	-10

# Additional structures.
41: COc1ccc(F)cc1C(=O)C1CCCN(C(=O)c2ccccc2N(C)C)C1 (configuration not stated)
42: O=C(N/N=C\c1ccc(-c2ccc([N+](=O)[O-])cc2)o1)c1ccc2c(c1)OCO2
43: C=CC[C@@H](CC(=O)N[C@@H](CO)Cc1ccccc1)C(=O)N[C@H](COC(=O)[C@@H](CC=C)Cc1ccc(F)cc1)Cc1ccccc1
44: COc1ccc(/C=C/c2nnc(NC(=O)c3ccco3)s2)cc1
45: O=c1c2ccccc2cnn1Cc1ccc(Cl)c(Cl)c1
46: O=[N+]([O-])c1cccc(/C=N/Nc2nc(C(Cl)(Cl)Cl)nc3ccccc23)c1
47: CCOC(=O)N1CCN(C(=O)COc2ccc(Cl)cc2C)CC1
48: COc1ccccc1S(=O)(=O)Cc1ccc(C(=O)NCCN(C)C)o1
49: Cc1ccsc1CN1CC(=O)N(c2c(C)cccc2C)C1=S
50: CCCCNC(=O)c1ccc(NS(=O)(=O)c2ccccc2)cc1
assay / compound,41,42,43,44,45,46,47,48,49,50
MEKK2mut PB1 HTS,-5,2,.,2,0,4,3,0,-12,10
V1R ag counter,2.0,1.8,2.0,0.3,1.1,-0.6,1.6,-0.3,1.2,1.2
PfM18AAP inh,-2,-3,.,-4,5,18,-4,1,1,4
MEKK2 WT-MEK5,100,108,.,100,99,107,99,102,80,100
GalR3 antag,-1,-9,-1,0,-8,-1,-2,0,-5,3
OXTR agonist,-0.5,-0.8,1.6,1.2,-1.2,0.1,2.4,-0.7,-0.5,0.0
GPR7 antag,1,-12,.,0,-2,-12,-6,-10,-10,-4
NALP1 yeast inh,8,10,.,12,-19,20,-7,.,4,6
OXTR potentiator,3,-7,-6,-2,-3,-5,-3,-3,-7,-13

# Full records, looked up by structure.
# C=CC[C@@H](CC(=O)N[C@@H](CO)Cc1ccccc1)C(=O)N[C@H](COC(=O)[C@@H](CC=C)Cc1ccc(F)cc1)Cc1ccccc1 as listed: MEKK2mut PB1 HTS: .; V1R ag counter: 2.0; PfM18AAP inh: .; MEKK2 WT-MEK5: .; GalR3 antag: -1; OXTR agonist: 1.6; GPR7 antag: .; NALP1 yeast inh: .; OXTR potentiator: -6
# CCOC(=O)N1CCN(C(=O)COc2ccc(Cl)cc2C)CC1 as listed: MEKK2mut PB1 HTS: 3; V1R ag counter: 1.6; PfM18AAP inh: -4; MEKK2 WT-MEK5: 99; GalR3 antag: -2; OXTR agonist: 2.4; GPR7 antag: -6; NALP1 yeast inh: -7; OXTR potentiator: -3
# O=C(N/N=C\c1ccc(-c2ccc([N+](=O)[O-])cc2)o1)c1ccc2c(c1)OCO2 as listed: MEKK2mut PB1 HTS: 2; V1R ag counter: 1.8; PfM18AAP inh: -3; MEKK2 WT-MEK5: 108; GalR3 antag: -9; OXTR agonist: -0.8; GPR7 antag: -12; NALP1 yeast inh: 10; OXTR potentiator: -7

# The listing continues.
51: C/C(=N\NC(=O)Cc1ccc(Cl)c(Cl)c1)c1cccnc1
52: CNC(=O)NC(=O)COC(=O)c1ccc(-n2c(C)ccc2C)cc1
53: O=C(Cn1cc2c(n1)CCCCC2)N1CCCCC1
54: COCCNC(=O)c1c[nH]c2ccc(OC)cc2c1=O
assay / compound,51,52,53,54
MEKK2mut PB1 HTS,1,13,4,-5
V1R ag counter,.,-0.3,0.4,0.2
PfM18AAP inh,-4,-3,0,-1
MEKK2 WT-MEK5,104,112,94,95
GalR3 antag,-4,5,-1,-2
OXTR agonist,.,-0.4,0.0,1.3
GPR7 antag,2,-12,-4,-15
NALP1 yeast inh,-4,26,29,5
OXTR potentiator,.,-5,-1,2
